Assay outcomes deposited in PubChem by several laboratories.
DAX1 inh-1: inhibitors of DAX1 repression of SF-1 activated StAR promoter. HEK293T StAR-luciferase reporter, SF-1/DAX-1 repression relief. inhibition, % at 6.8 µM. hit rate 1.1% among 370,000. AID 652010;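 active = inhibition above the mean over all tested compounds plus 3 SD, cut at about 3.6% in these data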;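 note: 0% = DAX-1 cells with DMSO and 100% = cells lacking DAX-1 with DMSO; higher inhibition means more luminescence from relief of DAX-1 repression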
hgDAF12 agonist: agonists of H. glycines DAF-12 nuclear receptor; HEK293 GAL4-hgDAF12 UAS-luciferase reporter, agonist luminescence; normalized to butyrate control; activation, % at 6.8 µM; hit rate 1.8% among 370,000;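 active = activation above a cutoff set at the mean of all screened compounds plus 3 SD, cut at about 10% in these data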;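 note: 0% = DMSO wells and 100% = sodium butyrate wells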
sPLA2-III inh: Inhibits HGIII-sPLA2 liposome hydrolysis, primary screen. Q9NZ20. hit rate 0.56% among 370,000. QFRET BODIPY PC-A2 liposome hydrolysis, fluorescence. inhibition, % at 12.2 µM;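 active = inhibition above mean plus 3 SD of compounds lying within the high and low control bounds, cut at about 19% in these data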;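 note: 0% = median of test compound wells and 100% = no enzyme DMSO wells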
hcDAF-12 act: activators of H. contortus DAF-12 nuclear receptor; hit rate 1.4% among 370,000; HEK293 hcDAF-12 lit1-tk-luc reporter, luminescence; 0% DMSO, 100% Δ7-dafachronic acid; AID 652067; activation, % at 6.8 µM;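 active = activation above the mean of all tested compounds plus 3 SD, cut at about 5.5% in these data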;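 note: 100% = response to 3 µM Δ7-dafachronic acid high control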
PG9 Ab binder: PG9 antibody binding by small molecule; TR-FRET gp120-PG9 antibody binding; hit rate 0.43% among 360,000; inhibition, % at 6.7 µM; in the data active = inhibition above about 8.5%
NR1D1 modulator: modulates human Rev-erb alpha binding to DNA | activity, % at 10 µM | P20393 | hit rate 0.79% among 370,000 | AID 1259318 | Rev-erbα–FITC-DNA binding, fluorescence polarization, 90 min;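 active = activity above about 14%, limit read from the data; passing the limit was not always enough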;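 note: 0% = DMSO wells with 35 nM protein and 100% = DMSO wells with 750 nM protein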
Target sequence (P20393 whole entry, looked up): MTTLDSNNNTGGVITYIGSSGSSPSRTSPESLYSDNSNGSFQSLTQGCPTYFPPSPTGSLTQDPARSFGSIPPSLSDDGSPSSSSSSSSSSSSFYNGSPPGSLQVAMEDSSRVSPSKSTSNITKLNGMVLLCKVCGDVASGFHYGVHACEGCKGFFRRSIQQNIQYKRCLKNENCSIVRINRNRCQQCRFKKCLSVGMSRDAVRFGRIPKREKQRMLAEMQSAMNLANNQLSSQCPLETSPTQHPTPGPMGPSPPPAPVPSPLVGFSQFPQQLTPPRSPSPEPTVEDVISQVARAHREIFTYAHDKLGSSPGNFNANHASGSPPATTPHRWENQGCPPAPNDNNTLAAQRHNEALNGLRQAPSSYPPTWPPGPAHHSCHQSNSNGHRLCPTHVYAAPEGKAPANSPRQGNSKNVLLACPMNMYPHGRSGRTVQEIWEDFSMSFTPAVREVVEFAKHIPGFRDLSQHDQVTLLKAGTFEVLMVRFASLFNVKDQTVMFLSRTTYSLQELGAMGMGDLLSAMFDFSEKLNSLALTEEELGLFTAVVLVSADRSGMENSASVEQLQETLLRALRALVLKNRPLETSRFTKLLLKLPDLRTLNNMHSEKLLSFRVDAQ
SMARCA2 activ: increases SMARCA2 function in MMTV reporter cells; hit rate 1% among 370,000; MG213 cells, MMTV-luciferase reporter, dexamethasone, overnight; AID 652017; activation, % at 9.1 µM; in the data active = activation above about 7.8%;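 note: 0% = vehicle wells and 100% = reference activator wells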
DAX1 inh-2: inhibits human nuclear receptor DAX1; hit rate 0.99% among 340,000; AID 504766; HEK293 Gal4-DAX1 luciferase reporter, luminescence; P51843; inhibition, % at 6.75 µM;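 active = inhibition above the mean over all tested compounds plus 3 SD, cut at about 4.2% in these data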;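 note: 0% = DAX1-transfected cells with DMSO and 100% = empty-vector control cells with DMSO; inhibition shows as a rise in luminescence from relieved DAX1 repression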
Target sequence (P51843 207-470 limits assumed): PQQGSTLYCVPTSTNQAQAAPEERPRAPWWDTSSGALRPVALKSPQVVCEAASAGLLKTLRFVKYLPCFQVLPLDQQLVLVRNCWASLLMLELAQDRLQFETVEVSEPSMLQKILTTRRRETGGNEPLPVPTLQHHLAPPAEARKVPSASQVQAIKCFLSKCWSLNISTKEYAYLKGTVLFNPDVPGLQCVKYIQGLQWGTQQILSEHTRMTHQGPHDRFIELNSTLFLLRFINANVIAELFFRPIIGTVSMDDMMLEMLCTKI
ssDAF12 agonist: activates DAF-12 receptor from parasite S. stercoralis. HEK293 ssDAF-12/GRIP1 lit1-tk-luc reporter, luminescence; % of 3 µM dafachronic acid response. activation, % at 6.8 µM. hit rate 1% among 370,000. AID 652126;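 active = activation above the mean over all tested compounds plus 3 SD, cut at about 0.9% in these data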;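 note: 0% = DMSO-only wells and 100% = 3 µM delta7-dafachronic acid wells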
GAA850 FXN act: increases GAA850 frataxin promoter reporter activity; activation, % at 6 µM; hit rate 0.56% among 360,000; HEK293 lucGAA850 FXN promoter luciferase reporter, 24 h; percent of 10 µM SAHA response; AID 540364;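 active = activation above the average of all compounds screened plus 3 SD, cutoff fixed separately per campaign, cut at about 7.5% in these data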;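 note: 0% = DMSO wells and 100% = 10 µM SAHA wells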
PLC-beta3 inh: blocks human PLC-beta3 enzyme activity. Purified PLC-beta3, fluorogenic substrate, fluorescence. inhibition, % at 12.2 µM. hit rate 0.18% among 370,000. AID 720704; in the data active = inhibition above about 11%;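 note: 0% = median of compound wells on plate and 100% = full blocker control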
* hit, by the source's call; i = inactive; x = not tested or not shown.

no. | canonical_smiles | DAX1 inh-1 | hgDAF12 agonist | sPLA2-III inh | hcDAF-12 act | PG9 Ab binder | NR1D1 modulator | SMARCA2 activ | DAX1 inh-2 | ssDAF12 agonist | GAA850 FXN act | PLC-beta3 inh
1 | COc1cccc(NC2=C(C#N)C(=O)NC(c3cccc(OC)c3O)S2)c1 (stereo unspecified) | 0.4 | -0.4 | 0 | 1.9 | -0.7 | -5 | 2 | -0.5 | 0.3 | 0.6 | -24
2 | COC(=O)[C@@]12CCCN1[C@H](c1ccc(-c3ccccc3)c(OC)c1)[C@H]1C(=O)N(C)C(=O)[C@H]12 | 0.2 | 1.4 | -4 | -2.6 | -0.1 | 1 | 1 | 0.7 | -1.3 | 0.4 | 2
3 | Cn1ccsc1=NC(=O)c1ccccc1F | 0.0 | 4.8 | -3 | -1.1 | 1.2 | -1 | 2 | 0.2 | -0.8 | 2.1 | 0
4 | CN(Cc1cn[nH]c1-c1cc2ccccc2o1)CC1CCOCC1 | 0.1 | -1.4 | -8 | 0.0 | -1.7 | 2 | -1 | 0.1 | -1.6 | -0.4 | -9
5 | COc1ccc(C(=O)N2CCOC23CCN(c2ncccn2)CC3)cc1 | 0.3 | -0.9 | 4 | -1.6 | -0.1 | -2 | 2 | -0.2 | -1.5 | 4.0 | 0
6 | Cc1ccc(S(=O)(=O)N2CCN(Cc3ccccn3)CC2)cc1 | 0.1 | -1.5 | 1 | -0.5 | 1.1 | -2 | 1 | 0.1 | -1.5 | 1.7 | 0
7 | CC(C)COc1ccc(C(=O)NC(Cc2c[nH]c3ccccc23)C(=O)NN)cc1 (stereo unspecified) | -0.7 | 2.8 | -46 | -2.4 | 0.5 | -7 | -4 | 0.9 | -1.9 | -0.5 | -9
8 | CCOc1ccc(Cl)cc1-c1cc(C(=O)Nc2ccc(F)cc2)[nH]n1 | -0.1 | 2.7 | -10 | -2.4 | -1.4 | 1 | -3 | x | -0.9 | -4.7 | 0
9 | O=C(COC(=O)CCc1nc2ccccc2s1)Nc1cccc(S(=O)(=O)N2CCOCC2)c1 | 0.7 | -0.8 | -16 | 0.6 | 0.2 | 1 | 5 | -0.6 | -1.3 | 0.0 | 4
10 | CCCSc1cc(=O)n(-c2ccccc2)nc1C(=O)OCC | -1.5 | 1.0 | -2 | -1.6 | 2.7 | 2 | -2 | 0.4 | -1.7 | 0.1 | 0
11 | C=CCNC(=O)c1ccc(-c2nc(-c3ccc(Cl)c(Cl)c3)cs2)cc1 | 1.2 | 0.1 | 1 | -0.8 | -2.3 | -2 | 0 | 0.5 | -1.5 | -0.8 | 4
12 | CC(=O)O[C@H]1[C@@H](O)[C@H](O)[C@H](Oc2c(O)c(C)c3c4c2[C@@H](C)CC[C@@H]4[C@@H](C)C[C@H]3C=C(C)C)O[C@H]1C | 0.1 | 0.2 | -36 | 5.0 | -0.9 | -3 | 2 | 1.8 | 0.1 | 1.1 | 2
13 | Cc1nn(Cc2ccccc2)c2sc(C(=O)N3CCN(Cc4ccc5c(c4)OCO5)CC3)cc12 | -0.8 | -2.0 | -21 | -3.4 | -1.6 | -1 | -1 | 0.5 | -0.9 | 3.1 | 4
14 | CCCc1ccc(-c2cc(NC(=O)Cc3c(C)[nH]c4ccccc34)ccc2N(C)c2cccnc2)cc1 | 0.3 | 4.5 | 11 | -0.6 | -3.5 | -2 | -6 | x | 0.2 | x | -35
15 | O=C(CCc1nnc2ccc(NCc3ccco3)nn12)Nc1cccc(F)c1 | 0.2 | 0.1 | -7 | -2.5 | -2.6 | 1 | -2 | 0.7 | -0.6 | 1.3 | -6
16 | CCCn1c(N)c(N(CCOC)C(=O)c2cc(Cl)nc3ccccc23)c(=O)[nH]c1=O | 0.9 | -0.4 | -3 | -1.2 | 0.2 | -3 | -1 | -0.5 | -0.9 | -1.9 | -4
17 | CCOC(=O)c1ccc(NC(=O)c2cccc3c2C(=O)N(CC2CCCO2)C3)cc1 (stereo unspecified) | -1.4 | -2.3 | -17 | -2.0 | 0.2 | -4 | -3 | -0.1 | -1.9 | 5.8 | -6
18 | Cn1c(N)c(C(=O)COC(=O)/C=C/c2cccc(C(F)(F)F)c2)c(=O)n(C)c1=O | -0.5 | 1.9 | -10 | -1.1 | -0.7 | 0 | 0 | -0.3 | -1.5 | 1.5 | -13
19 | O=C(CN1CCN(C2CCCCC2)CC1)NCCC1=CCCCC1 | -0.6 | 0.9 | 20* | -0.5 | 1.1 | 4 | 0 | -0.7 | -1.6 | -3.0 | 2
20 | COC(=O)c1sccc1NC(=O)c1sccc1C | -0.8 | 2.4 | -4 | 0.5 | 4.2 | 8 | 1 | -1.0 | -1.0 | 5.2 | -1
21 | N#CCC[C@@H]1CC[C@]2(CCCN(Cc3ccccc3)C2)O1 | -0.6 | -0.2 | 0 | -2.8 | x | -3 | 0 | x | -0.2 | x | 4
22 | Cc1cc(Nc2ccc(C(=O)N3CCCCC3)cc2)c2cccc(C)c2n1 | -0.2 | -1.2 | -1 | -0.6 | -0.4 | -3 | -2 | 1.2 | -1.1 | 2.4 | -3
23 | CCN(CC)S(=O)(=O)c1cc(NC(=O)c2cc(-c3ccccn3)nc3ccccc23)ccc1C | -1.7 | -1.2 | -34 | -1.5 | 0.7 | 3 | -2 | -3.1 | -2.2 | -3.5 | -3
24 | COc1ccc(S(=O)(=O)Nc2ccccc2C(=O)NCc2cccnc2)cc1C | 0.5 | 1.7 | -5 | -1.0 | -0.7 | 7 | 0 | 1.6 | -0.5 | 1.3 | -37
25 | CC(C)c1ccc(N=c2c([N+](=O)[O-])nn(-c3ccc4c(c3)OCCO4)n2O)cc1 | 0.6 | -1.8 | 11 | -3.0 | -1.2 | 10 | -3 | -0.3 | -1.8 | 0.2 | -16
26 | COC(C[C@H](O)C[C@H](O)[C@@H](C)OCc1ccccc1)OC | 0.4 | 2.0 | -5 | 0.7 | -1.7 | -2 | 1 | -0.7 | -1.5 | -0.4 | 2
27 | COc1ccc(NC(=O)c2ccccc2)c([N+](=O)[O-])c1 | 2.3 | 8.9 | -3 | 1.0 | 0.4 | -6 | 8 | -0.4 | -0.1 | 0.1 | -3
28 | CCOc1ccc(NC(=O)C2=NN(c3ccccc3)C(=O)CC2)cc1S(=O)(=O)N1CCCCC1 | -0.9 | -0.7 | 6 | -0.3 | 1.0 | 0 | -1 | -1.1 | -1.1 | 1.7 | -8
29 | CC(CCN1CCN(c2ccc(F)cc2)CC1)c1ccccc1 (stereo unspecified) | -0.7 | -3.1 | 3 | -1.5 | 1.8 | 3 | -4 | 0.6 | -1.6 | -1.1 | 1
30 | O=C(Nc1ccc(O)cc1)c1cc2n(n1)C(C(F)(F)F)CC(c1ccco1)N2 (stereo unspecified) | -0.9 | 1.4 | -17 | -1.5 | -1.0 | -1 | 2 | 0.3 | -1.3 | -5.5 | -1
31 | COC(=O)[C@]12CCCCC=C1N(Cc1ccc(OC)cc1)C(=O)[C@@H]2CC(=O)NCc1ccccc1 | -1.3 | -2.3 | -6 | -1.8 | x | 6 | -3 | x | -1.6 | x | 2
32 | Cc1ccccc1CNc1ccc(C(CC(N)=O)NC(=O)c2ccc(Br)cc2)cc1[N+](=O)[O-] (stereo unspecified) | -0.6 | 0.2 | 0 | -0.5 | -0.2 | -2 | -1 | 1.1 | -1.1 | 1.0 | -1
33 | COc1cccc(NC(=O)NCc2ccccc2Cl)c1 | 0.2 | 3.9 | -9 | 1.7 | -0.1 | 3 | 4 | 1.3 | -0.7 | 2.0 | -6
34 | CCN1CCN(S(=O)(=O)c2ccc(Oc3ccccc3OC)cc2)CC1 | -0.8 | -2.8 | -7 | -1.8 | 0.4 | -6 | -1 | -1.8 | -1.5 | -1.2 | 1
35 | CCNS(=O)(=O)c1ccc(NC(=O)Nc2cccc(OC)c2)cc1 | -1.8 | 5.3 | -56 | -2.0 | -0.4 | -2 | 1 | -1.6 | -0.8 | 1.1 | 3
36 | COc1cccc([C@@H]2CC=C(C(=O)O)[C@H](c3ccccc3)N2S(=O)(=O)c2ccc(C)cc2)c1 | -0.7 | 1.2 | -14 | 1.4 | -2.6 | -2 | 1 | -0.5 | -0.8 | 0.3 | -3
37 | Cc1cc(C)nc(N2CCCC(C(=O)NC3CCCC3)C2)n1 (stereo unspecified) | -0.7 | -1.8 | -3 | 0.2 | -1.7 | -3 | -1 | 0.9 | -1.2 | 0.7 | 0
38 | Cc1ccc2nc(C(Cl)(Cl)Cl)nc(N/N=C/c3ccncc3)c2c1 | -0.7 | -3.5 | 4 | 0.9 | 1.4 | 3 | -2 | -0.6 | -1.2 | 0.8 | 1
39 | CCOC(=O)c1c(C)[nH]c(NC(=O)N2CCOCC2)c1C | 0.5 | 2.2 | 11 | -2.7 | -0.9 | 1 | -4 | 0.1 | -0.5 | -0.9 | -7
40 | COc1ccc(/C=C2\SC(N)=NC2=O)cc1Br | -0.8 | 2.8 | 0 | -1.1 | -2.0 | -3 | -1 | -1.0 | -1.0 | 0.1 | -14
41 | O=C(NC(=S)N1CCCCC1)c1csc([N+](=O)[O-])c1 | -0.3 | -3.0 | 7 | -0.2 | -0.9 | 5 | 0 | x | -1.7 | 4.0 | -6
42 | COC(=O)Cc1c(C)c2ccc(OC(=O)c3ccco3)cc2oc1=O | -0.1 | -1.9 | -2 | 0.2 | -1.1 | -1 | 1 | -0.7 | -1.1 | 1.7 | i
43 | Cc1nccc(-c2ccc(-n3c(C)ccc3C)cc2)n1 | -0.4 | -0.7 | -6 | 2.3 | -1.4 | 3 | -2 | -0.1 | -1.0 | 2.3 | -44
44 | O=C(NCCC1=CCCCC1)c1ccc(Br)o1 | 0.9 | 3.5 | 5 | 1.1 | -0.8 | 11 | 2 | 2.3 | -0.9 | 1.6 | 1
45 | CCCCSc1nc2c([nH]1)c(=O)n(C)c(=S)n2C | -1.0 | -0.3 | 5 | -0.3 | 3.9 | 0 | -1 | 0.4 | -1.1 | 0.3 | 3
46 | O=C(CCCOc1ccc(Cl)cc1Cl)Nc1ccncc1 | -2.5 | -2.6 | -20 | -2.9 | -0.3 | 6 | -5 | -3.8 | -2.1 | 1.2 | -3
47 | Cc1ccc(C(=O)Nc2sc3c(c2C#N)CCCCC3)cc1C | 1.0 | 5.7 | -2 | 2.9 | 1.1 | 11 | 3 | 0.6 | -0.6 | 4.8 | -16
48 | O=C(Nc1ccccc1)C1=C[C@H](C2CCCCC2)C[C@H](OCc2ccc(CO)cc2)O1 | -0.7 | -1.0 | -12 | -0.7 | -1.0 | 0 | 2 | 0.6 | -1.6 | 0.0 | 5
49 | CCCC(=O)NCCSC | -1.1 | 0.8 | 0 | -0.6 | 0.2 | -3 | 0 | 0.1 | -1.3 | -1.3 | 3
50 | NS(=O)(=O)c1ccc(CCNC(=O)CCCn2c(SCC(=O)N3CCCC3)nc3ccsc3c2=O)cc1 | 0.7 | 1.1 | 3 | -0.6 | -0.5 | -3 | -1 | 0.6 | -1.6 | -1.0 | 0

Rows were taken by chance, and some 7% of all compounds hit somewhere here.
